Compound activity: PubChem, several laboratories
CHT allo act – CHT positive allosteric modulators, primary screen, cell-based, membrane potential dye, choline EC20; High affinity choline transporter 1 (Homo sapiens), Q9GZV3; CHT-expressing cells; active compounds read high; LV-AA mutant CHT in HEK293 cells; B-score at 10 µM; 0.49% of 310,000 active;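 active = initial fluorescence not abnormally high and integrated response B-score, plate-corrected, over 3 SD above library mean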
Target sequence (Q9GZV3 whole entry, looked up): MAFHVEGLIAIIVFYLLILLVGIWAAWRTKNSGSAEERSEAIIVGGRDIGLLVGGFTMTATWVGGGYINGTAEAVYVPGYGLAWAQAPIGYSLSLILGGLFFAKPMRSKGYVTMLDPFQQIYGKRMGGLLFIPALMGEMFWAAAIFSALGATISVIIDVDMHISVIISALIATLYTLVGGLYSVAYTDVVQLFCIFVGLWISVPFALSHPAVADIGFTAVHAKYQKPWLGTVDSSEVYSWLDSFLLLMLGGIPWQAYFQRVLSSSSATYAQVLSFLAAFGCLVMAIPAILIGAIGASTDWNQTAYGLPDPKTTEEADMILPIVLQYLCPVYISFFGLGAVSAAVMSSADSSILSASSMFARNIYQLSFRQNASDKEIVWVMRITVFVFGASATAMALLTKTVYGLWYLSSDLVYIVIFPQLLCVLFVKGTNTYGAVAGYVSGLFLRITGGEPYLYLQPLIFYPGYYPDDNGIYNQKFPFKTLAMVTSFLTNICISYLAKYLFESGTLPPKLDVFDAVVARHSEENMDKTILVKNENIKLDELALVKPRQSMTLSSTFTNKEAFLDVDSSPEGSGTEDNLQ
STK33 kinase inh – inhibitors of purified STK33 kinase, primary screen, biochemical, ADP-Glo luminescence, homogeneous, cell-free. Serine/threonine-protein kinase 33 (Homo sapiens), Q9BYT3. inhibition, % at 10 µM. MBP phosphorylation. 0.073% of 320,000 active;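 active = inhibition at or above 25%, using the most active replicate where run in duplicate; inactive = inhibition below 25%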
Target sequence (Q9BYT3 whole entry, looked up): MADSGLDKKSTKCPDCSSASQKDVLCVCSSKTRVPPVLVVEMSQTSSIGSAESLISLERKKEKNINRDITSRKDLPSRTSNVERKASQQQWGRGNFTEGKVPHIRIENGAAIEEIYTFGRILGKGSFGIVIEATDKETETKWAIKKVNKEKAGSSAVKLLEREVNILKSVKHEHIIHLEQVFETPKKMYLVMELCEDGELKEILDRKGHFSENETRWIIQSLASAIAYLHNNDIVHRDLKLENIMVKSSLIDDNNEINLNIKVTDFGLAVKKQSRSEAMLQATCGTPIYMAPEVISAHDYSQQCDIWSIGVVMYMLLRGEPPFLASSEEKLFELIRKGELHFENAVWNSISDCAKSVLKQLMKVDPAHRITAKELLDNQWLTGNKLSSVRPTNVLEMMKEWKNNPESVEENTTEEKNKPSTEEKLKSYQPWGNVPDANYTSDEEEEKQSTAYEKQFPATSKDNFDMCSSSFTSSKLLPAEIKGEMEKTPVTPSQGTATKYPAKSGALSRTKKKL
CHT block – inhibitors of human choline transporter CHT. High affinity choline transporter 1 (Homo sapiens), Q9GZV3. CHT-expressing cells, membrane potential dye, choline response; active compounds read low. B-score at 10 µM. 0.86% of 310,000 active. AID 488975, 2010;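 active = B-score over 3 SD under the library average, and starting fluorescence ratio not unusually high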;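 also: choline stimulus applied at its EC90 after an EC20 pre-addition; B-score computed on integrated fluorescence ratio after choline addition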
Active calls of the source: *; i = inactive; / = not tested or not shown.

A first look (4 entries):
| smiles | CHT allo act | STK33 kinase inh | CHT block |
| --- | --- | --- | --- |
| Cc1ccc(C)c(NC(=S)NC2CC3CCC(C2)N3Cc2ccco2)c1 (stereo not drawn) | i | -0.5 | i |
| CC(C)(C)[C@H]1C=C(C(=O)NCc2ccccc2)O[C@@H](OCCCCO)C1 | i | 0.6 | i |
| Cc1cccc(N2CCN(C(=O)c3ccc4c(c3)NC(=O)C(CSCc3cccc(F)c3)N4)CC2C)c1 (stereo not drawn) | i | -0.7 | i |
| O=C(COc1ccc(Br)cc1)N1CCNC1=O | i | / | i |

The listing (from the top)
| smiles | CHT allo act | STK33 kinase inh | CHT block |
| --- | --- | --- | --- |
| Cc1ccc(C)c(NC(=S)NC2CC3CCC(C2)N3Cc2ccco2)c1 (stereo not drawn) | i | -0.5 | i |
| CC(C)(C)[C@H]1C=C(C(=O)NCc2ccccc2)O[C@@H](OCCCCO)C1 | i | 0.6 | i |
| Cc1cccc(N2CCN(C(=O)c3ccc4c(c3)NC(=O)C(CSCc3cccc(F)c3)N4)CC2C)c1 (stereo not drawn) | i | -0.7 | i |
| O=C(COc1ccc(Br)cc1)N1CCNC1=O | i | / | i |
| Cc1ccccc1NS(=O)(=O)c1ccc2[nH]cc(C(=O)N(C)Cc3ccco3)c(=O)c2c1 | i | 0.0 | i |
| CC(=O)NC(Cc1cccc(C)c1)C(=O)NC1CCN(c2ncccc2[N+](=O)[O-])CC1 (stereo not drawn) | i | 0.5 | i |
| CCOC(=O)/C(=N\O)C1=NC(C)(C)Cc2ccccc21 | i | -0.7 | i |
| CCOCC(O)CSCc1ccc(Cl)cc1 (stereo not drawn) | i | -0.6 | i |
| Cc1nn(Cc2ccc(Cl)cc2)c(C)c1NC(=O)c1cc(-c2ccc3c(c2)OCO3)on1 | i | -2.0 | i |
| CCC(C)N1C(=O)/C(=C/c2c(NCCCOC(C)C)nc3c(C)cccn3c2=O)SC1=S (stereo not drawn) | i | -0.1 | i |
| COc1ccc(NC(=O)C(C/C=C(/C)Cl)C(C)=O)cc1 (stereo not drawn) | i | -1.1 | i |
| CCOc1ccc(NC(=O)CC2C(=O)NCCN2C(=O)Nc2ccccc2)cc1 (stereo not drawn) | i | 0.0 | i |
| Nc1ccc(Nc2ccc([N+](=O)[O-])cc2[N+](=O)[O-])cc1 | i | 1.3 | i |
| Cc1ccc(N(CC(=O)NC2CCCC2)C(=O)CCC(=O)Nc2nccs2)cc1C | i | 0.2 | i |
| O=C(c1cnc(Cl)c(Cl)c1)N1CCC(Cc2ccccc2)CC1 | i | 0.7 | i |
| C/C(=N\N1CCN(c2ccc(Cl)cc2)CC1)c1cccc([N+](=O)[O-])c1 | i | -6.9 | i |
| CN(C)c1ccc(C(=S)N2CCN(c3ccc([N+](=O)[O-])cc3)CC2)cc1 | i | 0.7 | i |
| O=C1CC(=O)N(Cc2ccco2)C(=S)N1 | i | -1.9 | i |
| CCCCS(=O)(=O)N1CCN(S(=O)(=O)c2cccs2)CC1 | i | 24 | i |
| O=C(CCCc1nc2ccccc2s1)N1CCN(c2ccccc2)CC1 | i | 0.4 | i |
| CCCCOc1ccc(C(C)NC(=O)CCS(=O)(=O)Cc2ccc(Cl)cc2)cc1 (stereo not drawn) | i | 1.2 | i |
| C/C(=N\NC(=O)CO/N=C(\C)c1cccs1)c1ccc(N)cc1 | i | 1.1 | i |
| COc1cccc(/C=N/NC(=O)c2ccoc2C)c1O | i | 5.0 | i |
| COc1ccc(C)cc1NC(=O)C(=O)c1cn(CC(=O)N2CCCC2)c2ccccc12 | i | -0.9 | i |
| O=C(NN=C1CCCCCC1)c1ccc(Cl)s1 | i | 2.6 | i |
| CCc1cccc2c(C=C(C#N)C#N)cn(CC(=O)N3CCCCC3)c12 | i | -1.0 | i |
| Cc1[nH]c2ccccc2c1C1=CN2CCS(=O)(=O)N=C2S1 | i | -1.2 | i |
| COc1cc(NC(=O)Nn2cnnc2)cc(OC)c1OC | i | 0.0 | i |
| CCN1CCN(Cc2ccc(OCc3ccccc3)cc2)CC1 | i | 0.8 | i |
| CCOc1ccc(N2C(=O)CC(C(C)c3ccccc3)C2=O)cc1 (stereo not drawn) | i | -1.6 | i |
| Cc1ccc(-n2nc3c(=O)n(CC(=O)NC(C)CCc4ccccc4)nc(C)c3c2C)cc1 (stereo not drawn) | i | -1.4 | i |
| CCOCC(=O)Nc1nnc(COC)s1 | i | 0.0 | i |
| O=C(/C=C/c1ccc(Cl)c(Cl)c1)Nc1cccnc1 | i | -7.0 | i |
| O=C(COC(=O)CSc1ccc2ccccc2c1)NC1CCCC1 | i | 1.4 | i |
| O=c1oc2ccc(Cl)cc2nc1/C=C(\O)c1ccco1 | i | -0.4 | i |
| COc1ccc(S(=O)(=O)NNC(=O)C(=O)NNc2ccccn2)cc1 | i | 0.0 | i |
| CC(=O)Oc1cc(O)c2c(=O)c(OC(C)=O)c(-c3ccc(OC(C)=O)c(OC(C)=O)c3)oc2c1 | i | 11 | i |
| CCOC(=O)c1c(S(=O)(=O)NCC(=O)NCc2ccccc2)c(C)n(C)c1C | i | 1.0 | i |
| O=C(NCc1ccccn1)c1ccc2nc(-c3ccco3)c(-c3ccco3)nc2c1 | i | 2.7 | i |
| O=C(O)C1CC(=O)N(Cc2cccs2)C1 (stereo not drawn) | i | 0.1 | i |
| COc1ccc(S(=O)(=O)N(C)c2ccc(C(=O)Nc3c(C)n(C)n(-c4ccccc4)c3=O)cc2)cc1 | i | 0.4 | i |
| Cc1cccc(Cn2nc(C)cc2NC(=O)Cn2cc([N+](=O)[O-])cn2)c1 | i | -1.3 | i |
| OCCNCc1cccc(OCc2ccccc2Cl)c1 | i | -1.4 | i |
| CC1(C)CC(C#N)(N2CCOCC2)CCO1 (stereo not drawn) | i | -0.6 | i |
| CCc1cc2c(CN3CCN(CC)CC3)cc(=O)oc2cc1O | i | -0.6 | i |
| Cc1cccc(CSc2nnc3c(n2)[nH]c2ccccc23)c1 | i | -1.7 | i |
| O=C(c1ccc2nc(N3CCOCC3)sc2c1)N1CCN(C(=O)c2ccco2)CC1 | i | -0.3 | i |
| CCOc1ccc(CCNC(=O)COC(=O)COc2ccc(Br)cc2)cc1OCC | i | -2.4 | i |
| CCS(=O)(=O)N1CCCC(C(=O)Oc2ccc(Br)cc2)C1 (stereo not drawn) | i | 0.1 | i |
| CCOC(=O)N1CCN(C(=O)c2cc(-c3ccc(F)cc3)[nH]c2C)CC1 | i | 0.5 | i |
| Cc1ccc(S(=O)(=O)NNC(=S)Nc2ccc(Cl)cc2)cc1 | i | 2.3 | i |
| CCN(CC)CCCC(C)NC(=O)c1c(NC(=O)c2ccccc2)sc2c1CCCC2 (stereo not drawn) | i | 1.0 | -7.6* |
| CCOC(=O)c1ccc(Nc2ncnc3ccc(C)cc23)cc1 | i | -1.2 | i |
| COC(=O)[C@@]12OC[C@]34[C@H]([C@@H](O)[C@@H]1O)[C@@]1(C)C(=O)C(O[C@@H]5OC(CO)[C@@H](O)[C@@H](O)[C@@H]5O)=C[C@@H](C)[C@@H]1C[C@H]3OC(=O)[C@H](OC(=O)/C=C(\C)C(C)(C)OC(C)=O)[C@@H]24 (stereo partly drawn) | i | -0.2 | i |
| CN(C)Cc1nc2ccccc2c(=O)n1CC(=O)Nc1cccc(S(=O)(=O)N2CCOCC2)c1 | i | -0.5 | i |
| Cc1nn2c(CN(C(=O)COc3ccccc3)c3ccccc3)nnc2c2ccccc12 | i | / | i |

Next section.
| smiles | CHT allo act | STK33 kinase inh | CHT block |
| --- | --- | --- | --- |
| c1ccc2c(c1)oc1c(Nc3ccc4c(c3)OCO4)ncnc12 | i | 0.6 | i |
| C=CCn1c(SCC(N)=O)nnc1-c1cccc(Br)c1 | i | 0.8 | i |
| COc1ccc(S(=O)(=O)N(C)Cc2cccs2)cc1Br | i | -2.8 | i |
| COc1ccc(Br)cc1S(=O)(=O)n1nc(C)cc1C | i | 0.6 | i |
| Cc1ccc(S(=O)(=O)Oc2ccccc2/C=N/NC(=O)c2nn(C)cc2[N+](=O)[O-])cc1 | i | 0.4 | i |
| O=C1CCCc2c1cc(C(=O)NCc1ccco1)c(=O)n2-c1ccccc1 | i | -1.3 | i |
| COc1ccc(CC(=O)Nc2nc(-c3ccc(F)c(F)c3)cs2)cc1 | i | 1.0 | i |
| COc1cccc(C2CC(=O)Nc3cc4c(cc32)CCC4)c1 (stereo not drawn) | i | 0.0 | i |

A different layout for some results above.
compound: COc1ccc(C)cc1NC(=O)C(=O)c1cn(CC(=O)N2CCCC2)c2ccccc12
  CHT allo act: i | STK33 kinase inh: -0.9 | CHT block: i

compound: O=C(c1ccc2nc(N3CCOCC3)sc2c1)N1CCN(C(=O)c2ccco2)CC1
  CHT allo act: i | STK33 kinase inh: -0.3 | CHT block: i

Further compounds follow.
| smiles | CHT allo act | STK33 kinase inh | CHT block |
| --- | --- | --- | --- |
| C=CCN1C(=O)CC(C(=O)NC)SC1=Nc1ccc(C(=O)OCC)cc1 (stereo not drawn) | i | -1.0 | i |
| CS(=O)(=O)Oc1ccc(/C=N/NC(=O)c2ccncc2)cc1 | i | -1.1 | i |
| COc1cccc(NC(=O)CSc2nc3ccccc3cc2Cc2ccccc2)c1 | i | -0.2 | i |
| CCCn1c(N2CCN(CC(=O)c3c(C)n(C)c4ccccc34)CC2)nc2c1c(=O)[nH]c(=O)n2C | i | 14 | i |
| COc1ccc(S(=O)(=O)N(CC(=O)NCc2cccnc2)Cc2ccccc2)cc1 | i | -0.4 | i |
| COc1ccc(OC)c(-n2nnnc2SCC(=O)Nc2ccccc2N2CCOCC2)c1 | i | -2.0 | i |
| COc1cc(CO)cc(Br)c1OCC(=O)Nc1cccc2ccccc12 | i | -0.5 | i |
| CC1=C(C#N)C(=O)N(C2CCS(=O)(=O)C2)C(=O)/C1=C\c1ccc(C)o1 (stereo not drawn) | i | -2.6 | i |

(continued)
Sequence of screens – CHT allo act | STK33 kinase inh | CHT block
O=C(NCc1cccnc1)C1CCN(c2ccc(S(=O)(=O)N3CCOCC3)cc2Cl)CC1
  i | 3.5 | i
C/C(CC(=O)Nc1ccc(Cl)cc1C(F)(F)F)=N\NC(N)=S
  i | -1.1 | i
COc1ccc(N2C(=O)C3CCCN3C2c2cccc(C)c2)cc1Cl (stereo not drawn)
  i | -0.5 | i
O=C(CSc1nnnn1-c1ccccc1)N1CCc2ccccc2C1
  i | -0.9 | i
O=C(COc1ccccc1Cl)Nc1ccccc1C(=O)Nc1cccc(C(=O)O)c1
  i | -1.4 | i
C=CCn1c(SCc2ccccc2C#N)nnc1-c1cc(Br)ccc1O
  i | -0.9 | i
O=C(N/N=C/c1ccc(OCc2ccccc2)cc1)c1cccs1
  i | 1.2 | i
Fc1cccc(/C=N/Nc2ccc3ccccc3n2)c1
  i | 0.1 | i
N#CC1=C(N)Oc2n[nH]c(-c3cccs3)c2C1c1ccccc1C(=O)O (stereo not drawn)
  i | 0.8 | i
O=C(/C=C/NCC(=O)c1ccccc1)c1ccc(Br)cc1
  i | -0.6 | i
O=S(=O)(NCC1CCCO1)c1ccc(Oc2ccccc2)cc1 (stereo not drawn)
  i | -1.1 | -5.6*
C/C(=N\NC(=O)CN(c1ccc(C)cc1)S(C)(=O)=O)c1cccs1
  i | -1.8 | i
CN(C)N=Nc1ccc(-c2cn(Cc3ccccc3)cn2)cc1
  i | / | i
CCCc1nnc(NC(=O)CCC(=O)NCc2ccc(OC)cc2)s1
  i | -2.3 | i
COc1ccc(Br)cc1CN1CCCC(C(=O)N2CCCCCC2)C1 (stereo not drawn)
  i | -2.3 | i
Cc1nc2ccc(C(=O)OCc3ccccc3Br)cc2nc1C
  i | -1.1 | i
NC(=O)C1=C[C@@H](c2ccccc2)C[C@@H](OCCCCO)O1
  i | 1.1 | i
O=C(NCc1ccc(F)cc1)C1CCN(S(=O)(=O)c2cccnc2)CC1
  i | 0.8 | i
Fc1ccc(-c2csc(-c3ccc(C4SCCS4)cc3)n2)cc1F
  i | 0.2 | i
CCOC(=O)Cn1c(-c2ccccn2)nc2ccccc21
  i | 0.5 | i
OCc1ccccc1N=Cc1cccnc1
  i | -1.3 | i
O=C(c1cc(-c2ccccc2)on1)N1CCN(c2ccccc2)CC1
  i | -1.2 | i
O=C(Nc1ccccc1)NC1(C(=O)N2CCN(C(=O)c3ccco3)CC2)CCCCC1
  i | -2.1 | i
COc1ccc(-c2csc(NC(=O)c3cc(C)on3)c2C#N)cc1OC
  i | -0.9 | i
COc1ccc2cc(C(N)=O)c(=Nc3ccc(C)cc3)oc2c1
  i | 0.5 | i
O=C1NC(=Nc2ccccc2)/C(=C/c2ccco2)S1
  i | 3.0 | i
CCOC(=O)C1CCCN(S(=O)(=O)c2cc(Br)cc3c2N(C(C)=O)CC3)C1 (stereo not drawn)
  i | -1.2 | i
CN1CCN(C(=O)/C(=C/c2cn(C)c3ccccc23)NC(=O)c2ccccc2)CC1
  i | 2.0 | i
CCOC(=O)c1sc(NC(=O)C2CCC2)cc1C
  i | -0.2 | i
COc1ccc(-c2cc3ccc(OCC(C)=O)cc3oc2=O)cc1
  i | 0.7 | i
CCn1cc(C(=O)N2CCCC(CO)(Cc3ccccc3C)C2)cn1 (stereo not drawn)
  i | 1.0 | i
Cc1cc(=O)oc2cc(OCC(=O)N3CCN(c4ccc(F)cc4)CC3)c(Cl)cc12
  i | 1.9 | i
CCOC(=O)c1sc(N)c(C#N)c1CSc1nnc(C2CC2)n1N
  i | 0.8 | i
O=S(=O)(c1ccc(Cl)nc1)N1CCN(Cc2ccc3c(c2)OCO3)CC1
  i | -1.5 | i
O=[N+]([O-])c1ccccc1/C=N/N1CCN(Cc2ccccc2)CC1
  i | -0.3 | i
